JMJD2C inh: inhibitors of GASC-1 histone demethylase, primary screen, biochemical, fluorescence, DELFIA europium; Lysine-specific demethylase 4C (Homo sapiens), Q9H3R0; GST-JMJD2C(1-420) H3K9me3 demethylation; inhibition, % at 2.35 µM; actives 0.069% (n = 330,000);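 active means more than half of a compound's replicate wells show inhibition beyond 50%, single wells judged on their own value; inconclusive means some, but no more than half, of replicates pass 50% inhibition; inactive means no replicate passes 50% inhibition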;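 further: signal counts dimethyl H3K9 product captured on neutravidin plate; 0% = median of DMSO wells and 100% = 0.3 times that DMSO median; strong numbers were not always called active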
PP1 inh: PP1-alpha phosphatase inhibitors, primary screen, counter-screen for PP5 inhibitor project, biochemical, fluorescence, OMFP substrate, single point; AID 2235, 2010; inhibition, % at 6.7 µM; actives 0.9% (n = 320,000); purified PP1alpha;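 active means inhibition above the mean inhibition of all tested compounds plus 3 SD, computed separately for each screening campaign, cut at about 15% in these data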
Target sequence (P62136 whole entry, looked up): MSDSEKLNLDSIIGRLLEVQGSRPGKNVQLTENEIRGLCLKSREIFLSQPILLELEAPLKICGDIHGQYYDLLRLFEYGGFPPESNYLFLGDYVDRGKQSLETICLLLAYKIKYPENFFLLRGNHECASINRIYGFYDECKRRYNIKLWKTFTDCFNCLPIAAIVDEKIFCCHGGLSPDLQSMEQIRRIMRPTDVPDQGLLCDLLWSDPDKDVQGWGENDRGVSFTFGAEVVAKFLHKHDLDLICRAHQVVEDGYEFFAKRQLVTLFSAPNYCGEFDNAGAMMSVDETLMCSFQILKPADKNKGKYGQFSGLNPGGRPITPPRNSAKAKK
procasp7 counter: procaspase-7 activators, primary screen, counter-screen for procaspase-3 activator project, biochemical, absorbance, HTS, human; Caspase-7 (Homo sapiens), P55210; recombinant procaspase-7, Ac-DEVD-pNA absorbance 405 nm; D23A/D198A/D206A triple mutant, cannot self-cleave; scale: DMSO 0, 5 µM enzyme 100; activation, % at 8.5 µM; actives 0.093% (n = 330,000);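 active means percent activation above the screen-wide mean plus 3 SD, cut at about 25% in these data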
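buffer or medium = Zinc-free HEPES/NaCl buffer, pH 7.4 | material = Procaspase-7 triple mutant (PC-7 D3A) | input = 2 µM procaspase-7 mutant as dispensed | signal = Epi-absorbance of released pNA at 405 nm, two timepoints | timing = 1 h preincubation, 2 h reaction | replicates = singlicate compound testing | evaluation = % activation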
PP5 primary: PP5 phosphatase inhibitors, primary screen, biochemical, fluorescence | purified PP5c, OMFP substrate fluorescence | inhibition, % at 6.7 µM | actives 0.18% (n = 320,000);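 active means inhibition above the campaign's mean inhibition across all tested compounds plus 3 SD, cut at about 9.5% in these data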;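 further: 0% = DMSO only and 100% = 100 µM cantharidin control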
Target sequence (P53041 whole entry, looked up): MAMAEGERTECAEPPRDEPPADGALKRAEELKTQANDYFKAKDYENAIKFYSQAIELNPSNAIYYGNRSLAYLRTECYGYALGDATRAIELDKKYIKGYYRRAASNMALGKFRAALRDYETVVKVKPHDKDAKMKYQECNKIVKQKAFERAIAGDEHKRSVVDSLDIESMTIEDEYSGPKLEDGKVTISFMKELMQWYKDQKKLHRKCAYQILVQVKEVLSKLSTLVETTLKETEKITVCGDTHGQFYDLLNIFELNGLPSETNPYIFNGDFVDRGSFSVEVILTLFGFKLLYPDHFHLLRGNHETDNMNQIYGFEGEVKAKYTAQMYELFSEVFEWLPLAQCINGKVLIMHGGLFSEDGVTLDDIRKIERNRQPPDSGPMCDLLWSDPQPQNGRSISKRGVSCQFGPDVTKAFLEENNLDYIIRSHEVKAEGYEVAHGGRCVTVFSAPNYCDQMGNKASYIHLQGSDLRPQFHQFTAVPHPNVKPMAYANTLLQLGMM
Efflux pump mplx: inhibitors of Candida efflux pumps in yeast, primary screen, S. cerevisiae, Nile Red, multiplex; S. cerevisiae Candida pump triplex; inhibition, % at 10 µM; actives 0.44% (n = 330,000); AID 485275, 2010;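 active means plate passing quality check with inhibition over a set limit, or well fluorescence over plate mean plus 4 SD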;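 further: Nile Red retained in pooled yeast measured as flow cytometry median fluorescence; 0% = buffer negative control and 100% = Enniatin B positive control; higher means more Nile Red kept so more efflux inhibition; some compounds called inactive have numbers as strong as hits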
procasp3 activ: activators of human procaspase-3 D3A mutant, primary screen, biochemical, absorbance, PC-3 D3A mutant, single concentration | Caspase-3 (Homo sapiens), P42574 | recombinant procaspase-3 D3A, Ac-DEVD-pNA absorbance 405 nm | activation, % at 8.5 µM | actives 0.11% (n = 330,000) | AID 463141, 2010;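 active means activation above the mean of all tested compounds plus 3 SD, cut at about 21% in these data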;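 further: 0% = DMSO alone and 100% = DMSO wells spiked with extra 5 µM PC-3 D3A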
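material = Procaspase-3 D3A mutant | probe or stimulus = Ac-DEVD-pNA | compound = single dose, 8.5 µM nominal compound, 0.8% DMSO | timing = 1 h preincubation, 2 h reaction | measured by = 405 nm absorbance of p-nitroaniline, reads at 0 and 120 min | benchmarks = DMSO-only low control, 5 µM PC-3 D3A high control | repeats = singlicate, each compound tested once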
Fh CTSL1 inh: Fasciola hepatica cathepsin L1 inhibitors, primary screen, counter-screen for PFM18AAP inhibitor project, biochemical, QFRET, fluorogenic peptide substrate; recombinant F. hepatica cathepsin L1, Z-Leu-Arg-MCA fluorescence; AID 1906, 2009; actives 0.49% (n = 300,000); inhibition, % at 5.96 µM;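 active means inhibition above the mean of all tested compounds plus 3 SD, set per screening campaign, cut at about 17% in these data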;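 further: 0% = plate median of test compound wells and 100% = 1 µM Z-Phe-Ala-diazomethylketone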
core dimer inh: inhibitors of HCV core protein dimerization, primary screen, biochemical, TR-FRET, high-throughput; TR-FRET GST/Flag-core106 dimerization, 1536-well; inhibition, % at 5 µM; actives 0.33% (n = 300,000);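 active means inhibition above the mean of all tested compounds plus 3 SD, set per screening campaign, cut at about 45% in these data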
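test system = GST/Flag-tagged HCV core106 proteins | probe or stimulus = Eu donor and XL665 acceptor anti-tag antibodies | times = compound-protein-antibody incubation 4 h at 22.5 °C | signal = TR-FRET, excitation 340 nm, emission 617 and 671 nm | measure = percent inhibition of core106 dimerization signal | controls = wells lacking GST-core106 and wells with excess unlabelled core106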
TPT1 inh: Candida albicans TPT1 enzyme inhibitors, primary screen, biochemical, fluorescence polarization; tRNA 2'-phosphotransferase TPT1 (Candida albicans SC5314); recombinant caTPT1, FP RNA substrate dephosphorylation; actives 0.81% (n = 300,000); inhibition, % at 5 µM;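 active means inhibition above the mean of all tested compounds plus 3 SD, set per screening campaign, cut at about 24% in these data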;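 further: plate controls were DMSO alone for no effect and ferristatin control at 100 nM for full effect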
Active calls of the source: *; i = inactive; ? = inconclusive; . = no result given.

structure,JMJD2C inh,PP1 inh,procasp7 counter,PP5 primary,Efflux pump mplx,procasp3 activ,Fh CTSL1 inh,core dimer inh,TPT1 inh
Cc1ccc(-c2csc3nc(C)n(N)c(=O)c23)cc1,4,0,4,-0.4,-0.1,4,0,-2,-3
O=C(CN1C(=O)CCS(=O)(=O)c2ccccc21)NCc1ccc2c(c1)OCO2,3,9,9,0.2,-0.1,7,-4,0,-2
O=C(N/N=C/C1CC=CCC1)c1ccccc1O (stereo not given),-7,-3,-4,-0.2,0.1,5,3,-5,4
Cc1ccc(C2N(c3ccc(Cl)cc3)C(=O)N3CCCN23)cc1 (stereo not given),-16,1,4,-0.5,0.1,0,-2,-2,1
CC(=O)c1sc(NC(=O)C=C(C)C)nc1C,-8,1,1,-0.8,0.0,5,3,-1,0
CN1C(=O)c2cccc3c(S(=O)(=O)NCCc4ccccc4)ccc1c23,1,0,-4,2.3,-0.2,3,1,9,1
CCCc1nc(SCC(=O)Nc2cc(C)on2)c2ccccc2n1,2,0,11,-0.8,0.1,5,1,9,-4
Cc1ccc(C#N)c(SCc2cccc(Br)c2)n1,7,1,1,-0.1,-0.1,-14,-4,0,-2
O=C(O)c1cccc(N/C(=N\S(=O)(=O)c2ccccc2)c2ccccc2)c1,24,2,4,-0.3,0.0,-5,-1,1,3
CCCNC(=O)c1sc2c(c1C(=O)Nc1ccccn1)CCCC2,16,-1,4,-0.8,0.0,4,2,-2,3
N#CC1=C(N)OC2=C(C(=O)CCC2)C1c1cc2c(cc1Br)OCO2 (stereo not given),3,2,12,0.6,-0.1,-3,2,6,0
CCOc1ccc(CN2CCNC(=O)C2CC(=O)OC)cc1 (stereo not given),-2,-4,10,-0.3,0.0,9,0,1,1
O=C(COc1ccc2ccc(=O)oc2c1)NC1CCN(Cc2ccccc2)CC1,?,-2,12,-0.2,-0.2,-1,3,-1,0
Cc1cc(N/N=C/c2ccccc2)nc(N2CCOCC2)n1,0,11,3,-1.6,-0.1,16,1,-1,0
O=C(N/N=C/c1c(F)c(F)c(F)c(F)c1F)c1cccc(S(=O)(=O)N2CCOCC2)c1,1,-4,-1,-2.3,0.1,2,-1,-4,2
CC(=O)Nc1ccc(S(=O)(=O)Nc2cc(Cl)ccc2N2CCOCC2)cc1,-1,.,-8,.,-0.1,6,.,.,.
CC(C)CN1CN(Cc2ccco2)CNC1=S,6,1,2,-0.6,-0.1,4,2,-1,0
CC(=O)c1sc(NS(=O)(=O)c2ccc(C)cc2)nc1-c1ccccc1,-4,8,-11,-2.6,0.3,3,4,19,5
CSCCC1NC(=O)N(CC(=O)Nc2ccc(-c3ccccc3)cc2)C1=O (stereo not given),4,2,6,2.4,0.1,1,-14,1,2
O=C(CN(C1CCCCC1)S(=O)(=O)c1ccccc1)N1CCCC1,6,-1,2,1.3,0.4,-8,-5,2,0
CCOc1ccc(CCNC(=O)COC(=O)/C=C/c2ccc(C)o2)cc1OCC,-1,2,4,1.6,0.0,5,-2,14,-4
O=C(CCc1ccccc1)Nc1ccccc1C(=O)N1CCOCC1,9,1,6,-1.8,0.0,7,0,-5,-2
O=C(Nc1cccc2c1C(=O)NC2=O)c1cccnc1Cl,1,-4,5,0.1,0.1,-3,-2,0,6
COc1ccc(S(=O)(=O)Nc2cc(Cl)ccc2OC)cc1,0,-1,-5,3.3,0.1,-4,5,-1,-3
CCOc1ccccc1OCC(=O)NCCc1ccc(S(N)(=O)=O)cc1,14,-2,2,1.2,0.0,2,4,-3,0

3 structures already listed, sorted by formula weight, high to low:
structure,JMJD2C inh,PP1 inh,procasp7 counter,PP5 primary,Efflux pump mplx,procasp3 activ,Fh CTSL1 inh,core dimer inh,TPT1 inh
O=C(CN1C(=O)CCS(=O)(=O)c2ccccc21)NCc1ccc2c(c1)OCO2,3,9,9,0.2,-0.1,7,-4,0,-2
CCCNC(=O)c1sc2c(c1C(=O)Nc1ccccn1)CCCC2,16,-1,4,-0.8,0.0,4,2,-2,3
O=C(CCc1ccccc1)Nc1ccccc1C(=O)N1CCOCC1,9,1,6,-1.8,0.0,7,0,-5,-2

Additional results follow:
structure,JMJD2C inh,PP1 inh,procasp7 counter,PP5 primary,Efflux pump mplx,procasp3 activ,Fh CTSL1 inh,core dimer inh,TPT1 inh
Cc1ccc(Cl)cc1N1C(=O)CC(C)(C)CC1=O,9,-1,8,-3.2,0.1,-3,5,0,-1
COc1ccc(CC(=O)NC2CC(C)(C)NC(C)(C)C2)cc1,0,-4,7,3.5,0.2,-7,-7,-1,3
Cc1ccc(S(=O)(=O)c2nc(-c3ccc(F)cc3)oc2N2CCOCC2)cc1,-1,3,-4,2.5,0.4,-1,-3,10,-4
Cc1c(C(=O)N2CCCC2)oc2c1-c1nn(CC(=O)NCCCN3CCCCC3)cc1CC2,-47,0,-3,2.0,-0.2,10,-6,-7,-4
Cc1ccc(C(c2sc3nc(C)nn3c2O)N2CCN(C(=O)c3ccco3)CC2)cc1 (stereo not given),127,3,8,3.6,-0.1,2,1,-5,-1
CC(C)(C)c1ccc(C(=O)Nc2c3c(nn2C(C)(C)C)CS(=O)(=O)C3)cc1,20,-2,-5,2.4,0.3,1,-1,1,-1
O=C(Nc1ccc(Cl)cc1)Nn1cnc2ccccc2c1=O,-9,4,-1,2.2,-0.2,3,-2,-13,-3
CCN(C(=O)COC(=O)c1oc2ccccc2c1C)c1c(N)n(Cc2ccccc2)c(=O)[nH]c1=O,2,2,5,1.4,0.0,5,.,.,.
CCCNC(=S)NCc1ccc(Cl)cc1,-4,1,2,1.2,0.8,-5,-2,-4,3
CCCCCC1NC(=O)NC1CCCCCC(=O)O (stereo not given),-1,2,12,1.8,-0.2,-5,-4,0,-5
C[C@H](CO)N1C[C@H](C)[C@@H](CN(C)S(=O)(=O)c2ccc(F)cc2)Oc2ccc(NS(=O)(=O)c3ccc(F)cc3)cc2C1=O,-1,.,4,.,0.4,5,.,.,.
O=C(COc1ccc(N2C(=O)c3ccccc3C2=O)cc1)c1ccccc1,7,-1,-11,3.4,0.0,5,-1,-5,1
COc1cc(-c2nc3ccc4ccccc4c3c3c2CCC3)cc(OC)c1O,2,3,-8,2.2,0.0,-7,5,-1,-1
Cc1cccc(NC(=O)C(C)Oc2ccccc2C)n1 (stereo not given),4,-2,3,1.3,0.2,7,-2,2,-5
O=C1C(c2ccccc2)C(c2ccccc2)NC(c2ccccc2)C1c1ccccc1 (stereo not given),-4,-3,-1,-3.1,0.3,-1,-1,25,2
CCC1CCCCN1CCCNC(=O)c1cc2c(=O)[nH]c3ccccc3c2n1C (stereo not given),-47,0,12,1.4,-0.2,-3,4,-1,-1
COCCCN(C(=O)CCOc1ccccc1C)c1c(N)n(Cc2ccccc2)c(=O)[nH]c1=O,i,-1,-1,2.5,0.2,5,5,0,-4
CC(NC(=O)c1ccccc1F)C1CC1 (stereo not given),8,-1,0,1.4,0.2,-2,-4,-3,0
O=c1[nH]c(C2C3CC4CC(C3)CC2C4)nc2ccccc12 (stereo not given),-3,2,7,2.5,-4.3,-4,0,-1,-2
CN(CC(=O)Nc1ccccc1Br)C(=O)c1cc([N+](=O)[O-])ccc1N1CCOCC1,8,-7,-2,2.1,-0.1,-6,8,-11,-3
Cc1ccc(Cl)cc1N1CCN(C(=O)CNC(=O)c2ccc(Br)o2)CC1,6,1,-2,0.5,1.1,0,.,.,.
O=C(CCS(=O)(=O)c1cccc2nonc12)NC1CCCCCC1,3,-2,-3,2.4,0.2,-1,-3,-5,-1
COc1ccc2nc(NC(=O)C3CCN(C(=O)c4ccc(F)cc4)CC3)sc2c1,18,-1,4,0.3,0.1,0,2,7,0
CCOc1cc(C=O)cc(Br)c1OCC(=O)NCCc1ccccc1,-1,3,-12,3.9,0.3,0,-3,14,2
COc1cc(C(=O)Nc2nnc(C)s2)cc(OC)c1OC,2,14,13,-0.7,-0.1,5,0,-10,-6

Following part
structure,JMJD2C inh,PP1 inh,procasp7 counter,PP5 primary,Efflux pump mplx,procasp3 activ,Fh CTSL1 inh,core dimer inh,TPT1 inh
CCn1c(=O)cc(OCC(=O)NCCCN2CCCC2=O)c2ccccc21,18,-5,-1,1.4,0.0,8,3,-9,-3
Fc1ccccc1N1CCN(c2cnc3ccccc3n2)CC1,-3,-2,0,0.6,-0.1,7,0,5,-3
O=C(CCN1C(=O)COc2ccccc21)NCc1cccs1,-1,2,1,1.9,0.0,2,0,-4,4
Cc1ccc(NC(=O)c2cccs2)cc1S(=O)(=O)N(C)C,17,4,0,2.8,-0.1,-2,-4,14,-2
S=c1[nH]nc(Nc2cccc(Cl)c2)s1,1,-6,-29,-3.0,0.6,-21,3,-2,0
Cc1cc(NC(=O)CCC(=O)N(c2ccc(C)c(F)c2)C(C(=O)NC2CCCC2)c2ccco2)no1 (stereo not given),15,-1,4,0.7,0.0,1,1,8,2
Cc1ccc(NC(=S)Nc2ccc(F)cc2)c(C)c1,14,-4,-1,4.0,0.1,-2,-4,-11,-3
CCOC(=O)c1cc2occc2n1CC(=O)NCCOC,1,-7,-4,1.8,0.1,17,-1,4,-5
O=C(/C=C/C=C/c1ccccc1)c1ccco1,4,1,2,6.2,-0.3,-3,8,10,-2
c1ccc(C[C@H]2CN=C(Nc3ccccc3)N2CC2CCC2)cc1,-2,2,2,2.3,0.0,-1,2,-4,-5
Nn1c(SCc2cn3ccccc3n2)nnc1-c1ccncc1,3,1,-8,-3.3,0.4,0,2,1,3
CCOc1cccc(N2CCN(CCNC(=O)Nc3ccc(C)cc3)CC2)c1C,5,-2,-5,2.6,0.1,5,2,11,1
COc1ccc(-c2cc(C3CCN(c4ncccc4[N+](=O)[O-])CC3)[nH]n2)cc1,-1,1,-1,7.2,0.1,-3,2,-8,1
COc1cc(NC(=O)CSc2nnc(NC(C)C)s2)cc(OC)c1OC,2,-4,10,2.1,-0.1,-4,-1,-1,1
O=C(c1nc2ccccn2c1CN1CCCC(OCc2ccccc2)C1)N1CCCC1 (stereo not given),3,-8,8,1.0,0.1,5,-5,-1,-1

Screening data: PubChem, several laboratories
